Compound activity: PubChem BioAssay, several laboratories
PLK1 inh = human PLK1 kinase inhibitors, primary screen, biochemical, TR-FRET | AID 619, 2007 | Serine/threonine-protein kinase PLK1 (Homo sapiens), P53350 | inhibition, % at 10 µM | hit rate 0.53% among 97,000 | recombinant PLK1 kinase, TR-FRET peptide phosphorylation;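 active = inhibition of 50% or more in the single-concentration screen; inactive = inhibition below 50%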;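 also: 0% = DMSO max control and 100% = H-89 dihydrochloride min control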
CYP2C9 act = human CYP2C9 activators, primary screen, biochemical, luminescence; hit rate 1.4% among 96,000; recombinant CYP2C9, luciferin-H conversion; active compounds read high; factor 1 = untreated enzyme, 0 = blocked; activation factor at 5 µM;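 active = activation factor of 2 or more for CYP2C9 at a 5 µM dose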;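 also: 0 = sulfaphenazole-blocked wells and 1 = vehicle-only wells; values of inactives mirror those of a sister screen read the other way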
PLK1 PBD inh = Plk1 polo box domain binding inhibitors, primary screen, biochemical, fluorescence polarization | Plk1 PBD phosphopeptide binding | inhibition, %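 (tested at about 20 µM)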 | hit rate 0.13% among 97,000 | AID 693, 2007; in the data active = inhibition above about 34%, passing the limit was not always enough
PLAP activator = PLAP enzyme activators, biochemical, luminescence, HTS; Alkaline phosphatase, placental type (Homo sapiens), P05187; purified PLAP enzyme, luminescent substrate read-out; active compounds read high; activation fold at 20 µM; hit rate 1.2% among 96,000; AID 696, 2007; in the data active = activation fold above about 2
CYP2C19 inhib = blockers of cytochrome P450 2C19 activity – biochemical, luminescence, ADME assay, primary screen | P33261 | CYP2C19 Supersomes, luciferin-H EGE luminescence, 30 min | inhibition, % at 5 µM | hit rate 21% among 96,000 | AID 778, 2007;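 active = CYP2C19 inhibition above a set limit at 5 µM in the primary screen, cut at about 50% in these data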;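 also: plate controls were negative control wells for no effect and 2.5 mM tranylcypromine positive control for full effect; values of inactives mirror those of a sister screen read the other way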
HIV Rev-RRE inh = HIV-1 Rev-RRE binding inhibitors, primary screen, biochemical, FRET, protein-RNA interaction; Rev peptide-RRE RNA binding; inhibition, % at 8 µM; hit rate 0.79% among 97,000;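 active = inhibition above the screen-wide mean plus 3 SD, cut at about 35% in these data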;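 also: 0% = median DMSO wells and 100% = median Neomycin B control wells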
Target sequence (P05866 whole entry, looked up): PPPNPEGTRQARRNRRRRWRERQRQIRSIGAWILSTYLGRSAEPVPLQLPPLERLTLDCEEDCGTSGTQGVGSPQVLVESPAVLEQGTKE
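Test system: labelled RRE RNA duplex and labelled Rev peptide. Times: 5 min compound–RNA preincubation, then 15 min with peptide, 25 °C. Doses: single-dose 8 µM. Measured by: FRET, excitation 480 nm, emission 540 nm donor and 671 nm acceptor. Measure: % inhibition of FRET ratio versus controls.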
CYP2C19 act = human CYP2C19 activators, primary screen, biochemical, luminescence; 96,000 tested, under 10 active; Cytochrome P450 2C19 (Homo sapiens), P33261; recombinant CYP2C19, luciferin-H EGE luminescence; active compounds read high; 0 = fully inhibited enzyme, 1 = untreated enzyme; activation factor at 5 µM;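 active = activation factor of at least 2 at 5 µM in the primary screen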;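 also: 0 = wells with 2.5 mM tranylcypromine and 1 = vehicle-only wells; values of inactives mirror those of a sister screen read the other way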
EphB4 antag = EphB4-ephrin-B2 interaction antagonists, primary screen, biochemical, TNYL-RAW peptide probe, fluorescence polarization | Ephrin type-B receptor 4 (Homo sapiens), P54760 | EphB4 LBD / TNYL-RAW-Alexa532 peptide | inhibition, % at 7 µM | hit rate 0.15% among 97,000 | AID 720, 2007;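 active = inhibition above the screen-wide mean inhibition plus 3 SD, cut at about 15% in these data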;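 also: 0% = DMSO wells and 100% = excess unlabeled TNYL-RAW peptide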
Target sequence (P54760 whole entry, looked up, the tested form may be a part): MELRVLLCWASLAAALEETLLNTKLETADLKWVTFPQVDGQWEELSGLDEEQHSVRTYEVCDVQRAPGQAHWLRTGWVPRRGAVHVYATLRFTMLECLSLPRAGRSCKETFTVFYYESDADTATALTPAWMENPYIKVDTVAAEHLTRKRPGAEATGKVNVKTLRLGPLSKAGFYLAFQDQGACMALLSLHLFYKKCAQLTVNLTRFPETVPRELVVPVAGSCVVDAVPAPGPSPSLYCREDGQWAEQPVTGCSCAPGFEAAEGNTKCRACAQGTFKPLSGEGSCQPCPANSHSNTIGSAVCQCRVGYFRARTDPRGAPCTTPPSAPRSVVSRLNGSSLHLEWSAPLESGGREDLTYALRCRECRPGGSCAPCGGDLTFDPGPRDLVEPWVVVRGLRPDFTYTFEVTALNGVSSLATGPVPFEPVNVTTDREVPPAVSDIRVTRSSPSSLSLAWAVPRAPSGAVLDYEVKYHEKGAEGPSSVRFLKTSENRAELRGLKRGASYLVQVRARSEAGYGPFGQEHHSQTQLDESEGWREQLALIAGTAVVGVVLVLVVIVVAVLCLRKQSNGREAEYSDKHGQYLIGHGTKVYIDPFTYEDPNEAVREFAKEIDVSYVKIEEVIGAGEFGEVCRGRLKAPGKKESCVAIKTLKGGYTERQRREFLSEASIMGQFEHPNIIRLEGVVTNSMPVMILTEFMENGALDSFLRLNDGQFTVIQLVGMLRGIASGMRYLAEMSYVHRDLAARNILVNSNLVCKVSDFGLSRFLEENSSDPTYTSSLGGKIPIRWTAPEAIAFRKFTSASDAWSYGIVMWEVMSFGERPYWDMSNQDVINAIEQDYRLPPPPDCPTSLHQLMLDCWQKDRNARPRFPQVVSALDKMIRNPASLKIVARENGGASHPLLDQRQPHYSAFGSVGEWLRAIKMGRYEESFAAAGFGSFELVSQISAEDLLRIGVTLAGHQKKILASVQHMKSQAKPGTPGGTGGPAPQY
CYP2C9 inh = blockers of cytochrome P450 2C9 activity – biochemical, luminescence, ADME assay, primary screen; P11712; CYP2C9 Supersomes, luciferin-H conversion; inhibition, % at 5 µM; hit rate 20% among 96,000; AID 777, 2007;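 active = blocking of liver enzyme CYP2C9 beyond about 50% at 5 µM, limit read from the data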; also: values of inactives mirror those of a sister screen read the other way
Numbers without * were called inactive; · = not tested or not shown.

SMILES	PLK1 inh	CYP2C9 act	PLK1 PBD inh	PLAP activator	CYP2C19 inhib	HIV Rev-RRE inh	CYP2C19 act	EphB4 antag	CYP2C9 inh
CC(=O)Nc1nc(COc2ccccc2)cs1	-10	0.4	17	0.9	89*	8	0.1	-4	59*
Cc1cc(C)c(C#N)c(Nc2ccccc2)n1	-12	·	5	·	·	6	·	2	·
CC1CCCCN1C(=O)c1cc(F)c(F)cc1Cl (stereo unspecified)	-9	1	-8	1.3	41	4	0.6	-2	5
CCCn1c(CCC(=O)O)ccc1-c1ccc(F)cc1	-7	1	-14	1	33	8	0.7	-1	-5
COc1ccc(OCCCSc2ncccn2)cc1	-18	0.8	11	1.1	64*	3	0.4	-7	22
COC(=O)c1ccccc1NC(=O)c1ccco1	1	1.2	3	1	15	3	0.9	-6	-22
c1ccc(CNc2nnnn2-c2ccccc2)cc1	-4	·	-10	·	·	2	·	-1	·
Cc1oc2cc(O)cc(C)c2c(=O)c1-c1cnn(-c2ccccc2)c1	-2	1.9	-6	1.2	25	2	0.8	7	-92
CCOC(=O)c1oc2ccccc2c1NC(=O)c1cccc(OC)c1	-8	0.7	1	1.1	17	5	0.8	7	28
O=C(CN(Cc1ccco1)C(=O)CCC(=O)Nc1nccs1)NCc1ccccc1	21	·	-13	·	·	2	·	2	·
Cc1[nH]c(=O)[nH]c(=O)c1/C=N/NC(=O)[C@H](C)NC(=O)OC(C)(C)C	-12	1.1	18	1.6	-1	4	1	4	-13
CC(C)(C(=O)c1ccccc1)/[N+]([O-])=C/c1ccccc1	-8	·	-21	·	·	1	·	-4	·
Cc1ccc(C2C(=O)N(C3CCCC3)CC(=O)N2C2CCCCC2)cc1 (stereo unspecified)	-4	0.8	-25	1.3	17	6	0.8	0	21
COc1ccc(S(=O)(=O)Nc2ccc(CC#N)cc2)cc1	-5	0.2	8	1.2	100*	7	0	-2	85*
Clc1ccc(Cc2ccccc2)nn1	7	0.9	-23	0.9	14	2	0.9	-9	8
O=C(NC1=NCCS1)c1nc(-c2ccccc2)n(-c2ccccc2)n1	13	0.8	-20	1.5	4	8	1	2	25
COc1ccc(N2C(=O)CC(Sc3nc(C)cc(C)c3C#N)C2=O)cc1 (stereo unspecified)	-15	·	9	·	·	3	·	3	·
CCOc1ccc(N2C(=O)C3CCCN3C2=O)cc1 (stereo unspecified)	10	1.2	-27	1.2	-11	1	1.1	-8	-19
COc1ccc(NC(=S)NCCc2c[nH]c3ccc(OC)cc23)c(OC)c1	6	0.4	21	0.9	71*	-1	0.3	-3	62*
Cc1nnc(Sc2c(-c3ccccc3)c3ccc(Cl)cc3[nH]c2=O)s1	-3	1	3	1.1	2	8	1	5	-2
O=C(O)c1ccc(NC(=O)C2CCCCC2)cc1	-9	1.3	-9	0.9	-22	5	1.2	-13	-26
CC(Nc1ccccc1)c1cc(Cl)ccc1O (stereo unspecified)	-6	·	17	·	·	1	·	-4	·
COc1cccc(NC(=O)NC2CCN(Cc3nnnn3Cc3ccc(F)cc3)CC2)c1	0	0.6	-36	2.1*	12	12	0.9	1	42
COc1ccc(N2C(=O)C3CCCN3C2c2ccccc2)cc1Cl (stereo unspecified)	-17	1	17	1.1	18	3	0.8	-9	-1

Sorted by formula weight (rising): some entries from above
SMILES	PLK1 inh	CYP2C9 act	PLK1 PBD inh	PLAP activator	CYP2C19 inhib	HIV Rev-RRE inh	CYP2C19 act	EphB4 antag	CYP2C9 inh
Clc1ccc(Cc2ccccc2)nn1	7	0.9	-23	0.9	14	2	0.9	-9	8
Cc1nnc(Sc2c(-c3ccccc3)c3ccc(Cl)cc3[nH]c2=O)s1	-3	1	3	1.1	2	8	1	5	-2
COc1cccc(NC(=O)NC2CCN(Cc3nnnn3Cc3ccc(F)cc3)CC2)c1	0	0.6	-36	2.1*	12	12	0.9	1	42

Remaining list, next part.
SMILES	PLK1 inh	CYP2C9 act	PLK1 PBD inh	PLAP activator	CYP2C19 inhib	HIV Rev-RRE inh	CYP2C19 act	EphB4 antag	CYP2C9 inh
FC(F)(F)c1cc(-c2ccccc2)nc(N2CCCCCC2)n1	-8	1	-7	1	-3	9	1	1	-4
Cc1cc(C(=O)c2cccs2)c(N)s1	0	1.1	-50	1	1	23	1	4	-10
Clc1ccc2c(N3CCCC3)ccnc2c1	-4	1.1	18	0.7	8	-5	0.9	-2	-6
CCc1ccc(N(C)S(=O)(=O)c2ccc3[nH]cc(C(=O)NCCN4CCOCC4)c(=O)c3c2)cc1	-13	0.4	-19	1.6	24	5	0.8	-3	60*
Cc1ccc(-c2nnc(SCC(=O)Nc3ccccc3F)o2)cc1	-4	0.6	24	0.9	24	5	0.8	2	37
COc1ccc(C(=O)NC2CCN(CC(=O)Nc3cccc(C)c3)CC2)cc1OC	-9	·	-6	·	·	6	·	-1	·
Cc1cc(=O)[nH]c(Nc2cccc(C(F)(F)F)c2)n1	5	0.8	2	1.3	2	14	1	1	16
Cc1noc(C)c1COC(=O)c1ccc(S(=O)(=O)NCc2ccco2)cc1	-11	0	0	1.6	72*	5	0.3	1	100*
Cc1cc(=O)oc(C)c1C(=O)OCC(=O)c1ccccc1	-6	0.9	5	1	39	3	0.6	0	12
CCOc1ccc(Cl)cc1CNCCNCCO	-19	1.1	-7	1.2	-12	7	1.1	4	-12
O=S(=O)(c1ccccc1)c1cccc(S(=O)(=O)N2CCCCC2)c1	-2	1.2	-12	1.3	87*	11	0.1	2	-23
COc1cccc(OCCCCN2CCCCC2)c1	-6	1	3	0.9	-11	8	1.1	3	-4
CCCCC(=O)N(c1ccc(OCC)cc1)C1C=CS(=O)(=O)C1 (stereo unspecified)	·	0.8	·	0.8	36	·	0.6	·	19
Clc1ccc(-c2nnc(-c3ccccc3)o2)c(Cl)c1	-7	1	9	1.3	31	1	0.7	3	2
CCOc1ccccc1NC(=O)/C=C/C(N)=O	-10	1.2	-4	0.8	-7	12	1.1	-7	-15
O=C(Nc1ccc(-c2nnc(-c3ccccc3)o2)cc1)c1ccc(Br)o1	-17	·	-11	·	·	-2	·	-1	·
COc1ccc(-c2c(C(=O)O)nc3ccccc3c2C(=O)O)cc1	-14	1	-42	1	4	0	1	4	1
COc1cccc(CN(C)C(=O)c2ccc(S(=O)(=O)N3CCCC3)cc2)c1OC	-6	0.8	4	1.3	28	1	0.7	-2	20
CCOC(=O)c1ccc(NC(=O)CN2C(=O)C(=O)N(CC(C)C)C2=O)cc1	-5	1	18	0.8	7	7	0.9	0	-4
COc1ccc2cc(CCNC(=O)c3c(-c4ccccc4Cl)noc3C)c(=O)[nH]c2c1	·	0.3	·	1.4	43	·	0.6	·	67*
O=C(c1ccccc1)c1ccc2nc(N3CCN(C(=O)c4ccco4)CC3)c3nncn3c2c1	-18	0.1	-29	1.4	78*	·	0.2	·	92*
Cc1ccc(C(OC(=O)c2ccco2)C(=O)NC2CCCCC2)cc1 (stereo unspecified)	0	1	-33	1	12	0	0.9	2	2
Cc1ccc(-c2nnc(SCC(=O)N3CCCC3)o2)cc1	-14	0.9	5	0.9	12	1	0.9	-10	9
O=S(=O)(Nc1ccccc1F)c1ccc2nsnc2c1	·	0.6	·	0.9	63*	·	0.4	·	38
CC(C)CCNC(=O)c1ccc2c(c1)ncn2C1CCCCC1	-4	0.7	-22	1.1	13	-1	0.9	-3	33
O=C(COC(=O)c1ccccc1NC(=O)c1ccco1)NCc1ccc2c(c1)OCO2	-7	0.5	4	1	12	4	0.9	2	47
COC(=O)c1cccc(COC(=O)c2cccnc2SC)c1	-2	1	9	1.5	41	1	0.6	5	-3
Cc1ccc(C(=O)CN(C(=O)c2ccc(Cl)c(Cl)c2)N2C(=O)C3CCCCC3C2=O)cc1 (stereo unspecified)	-11	1	-5	1.1	-1	1	1	2	1
N#Cc1c2n(c3c(=O)n(Cc4ccccc4)cnc13)CCCC2	-7	0.2	5	1.1	98*	7	0	3	82*
COc1ccc(OCCNC(=O)C(c2ccccc2)c2ccccc2)cc1	-19	0.7	-20	1.1	25	18	0.8	1	35
CCCC(=O)Nc1sc2c(c1C#N)CCCC2	-14	0.5	-19	1	44	5	0.6	-4	50*
CS(=O)(=O)c1ccc(N2CCN(C3CC(=O)NC3=O)CC2)cc1 (stereo unspecified)	-11	1	2	0.8	-5	9	1.1	-1	0
CC(C)C(=O)Nc1ccc(NC(=O)c2ccccc2Cl)nc1	-4	1.2	7	1.1	5	10	0.9	3	-19
Cc1ccc(/C=C/C(=O)NC(=S)Nc2ccccc2C(=O)NC2CCCCC2)cc1	0	0.8	-5	0.8	22	6	0.8	-3	19
COC(=O)c1[nH]c2ccccc2c1NC(=O)CN1CCCCCC1	-10	1	7	1.5	4	7	1	4	0
CN(C1CCS(=O)(=O)C1)S(=O)C12CC3CC(CC(C3)C1)C2 (stereo unspecified)	-7	·	-7	·	·	5	·	-1	·

PLAP activator: entries above that show a hit.
SMILES	PLK1 inh	CYP2C9 act	PLK1 PBD inh	PLAP activator	CYP2C19 inhib	HIV Rev-RRE inh	CYP2C19 act	EphB4 antag	CYP2C9 inh
COc1cccc(NC(=O)NC2CCN(Cc3nnnn3Cc3ccc(F)cc3)CC2)c1	0	0.6	-36	2.1*	12	12	0.9	1	42

Continued:
SMILES	PLK1 inh	CYP2C9 act	PLK1 PBD inh	PLAP activator	CYP2C19 inhib	HIV Rev-RRE inh	CYP2C19 act	EphB4 antag	CYP2C9 inh
CC(C)c1ccc(-c2c(C#N)c(N)nc(SCC(=O)N3CCCCCC3)c2C#N)cc1	-419	0.8	5	1	33	11	0.7	-5	15
CCCNC(=O)CN(C)C(=O)c1n[nH]c2ccccc12	-10	1.3	-31	0.9	0	9	1	-4	-30
N#C/C=C\Oc1ccc(Cl)cc1N	-11	1.1	5	1.2	-3	10	1	2	-10
CCCCOC(=O)C1=C(C)NC2(O)c3ccccc3C(=O)C12O (stereo unspecified)	3	0.5	24	1.2	20	4	0.8	4	46
COc1ccc2c(c1)CCc1c(C(=O)N3CCOCC3)noc1-2	-5	1.1	-6	1.5	20	-1	0.8	-15	-9
COc1cc(C2c3c(oc4ccccc4c3=O)C(=O)N2Cc2ccncc2)ccc1O (stereo unspecified)	-8	0.3	-9	1	47	-1	0.5	-2	73*
CC(=O)c1nn(-c2cccc(Br)c2)cc1C(=O)c1ccc2ccccc2c1	-12	1.6	-3	1	-4	17	1	7	-56
CCCCn1nnnc1SCC(=O)Nc1ccc(F)cc1	-8	0.3	0	0.7	97*	0	0	-2	71*
COC(=O)c1sccc1-c1ccc(/C=N/OC(=O)c2ccccc2)o1	15	0.8	-14	0.9	5	3	1	-6	18
CCCCn1c(SCC(=O)N(CC)C2CCS(=O)(=O)C2)nnc1C(CC)N(C)C (stereo unspecified)	·	0.9	·	1.5	6	·	0.9	·	6
CCCCn1c(SCC(=O)Nc2ccccc2C(F)(F)F)nc2ccsc2c1=O	-6	0.9	-25	0.9	7	11	0.9	4	13
Cc1ccc(S(=O)(=O)NC2OC(=O)C(Cl)=C2Cl)cc1 (stereo unspecified)	·	1.1	·	1	-19	·	1.2	·	-6
COc1cccc(CN(CC(=O)NC2CCCC2)C(=O)Cn2nnc(-c3cccs3)n2)c1	-6	0	26	1.6	66*	4	0.3	-4	97*
CC(C)NC(C(=O)Nc1cc(Cl)cc(Cl)c1)c1ccccc1 (stereo unspecified)	-7	0.3	11	1.4	71*	13	0.3	0	72*
